Tb PGK inh: qHTS Assay to Find Inhibitors of Phosphoglycerate Kinase; Phosphoglycerate kinase, glycosomal (Trypanosoma brucei brucei), P07378; PGK/GAPDH coupled, Kinase-Glo luminescence, 60 min; Potency, µM (top dose mostly 57.5 µM), for inactives: top-dose activity change, negative = inhibition, actives largely listed as inhibitors; 0.043% of 380,000 active; AID 602233, 2012; also: potency is read from the fitted curve at half-maximal effect; % is scaled to controls: 0 for no effect and ±100 for the full control effect; nearly all actives have a fitted effect of over 60% in size
Target sequence (P07378 whole entry, looked up): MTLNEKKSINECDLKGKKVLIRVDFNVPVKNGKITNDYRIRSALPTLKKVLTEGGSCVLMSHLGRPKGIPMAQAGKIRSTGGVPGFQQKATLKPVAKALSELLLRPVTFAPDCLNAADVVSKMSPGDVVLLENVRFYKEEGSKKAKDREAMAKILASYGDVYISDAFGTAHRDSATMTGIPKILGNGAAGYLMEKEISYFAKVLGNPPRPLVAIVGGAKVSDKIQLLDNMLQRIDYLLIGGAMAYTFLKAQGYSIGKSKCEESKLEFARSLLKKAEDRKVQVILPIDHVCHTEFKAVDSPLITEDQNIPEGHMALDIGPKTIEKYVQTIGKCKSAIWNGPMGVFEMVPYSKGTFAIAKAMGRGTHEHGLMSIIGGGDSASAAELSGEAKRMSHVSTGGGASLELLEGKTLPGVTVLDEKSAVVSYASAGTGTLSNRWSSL
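Luminescent ATP detection (Kinase-Glo Plus) follows a 60-minute room-temperature incubation, with wells lacking PGK as controls. Buffer: 100 mM TEA (pH 7.6), 5 mM MgCl2, 0.01% Tween-20. Coupling enzyme GAPDH (100 nM final) supplies unstable 1,3-BPG in-well.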
TrxR1 substrate: qHTS Assay for Substrates of Mammalian Selenoprotein Thioredoxin Reductase 1 (TrxR1): qHTS; 0.01% of 390,000 active; Thioredoxin reductase 1, cytoplasmic (Rattus norvegicus), O89049; purified TrxR1 substrate turnover, NADPH consumption readout; Potency, µM (series often up to 114 µM), for the others: at the top dose activity change, negative = substrate turnover; also: potency is read from the fitted curve at half-maximal effect; % is scaled to controls: 0 for no effect and ±100 for the full control effect; nearly all actives have a fitted effect of over 50% in size
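Rat TrxR1, dispensed at 90 nM, was prereduced with 400 uM NADPH (final) for 5 min at ~22 deg C, then incubated with compound 15 min before 400 uM selenite. A first-read NADPH fluorescence drop versus no-compound background flagged substrates.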
PI4K2A inh: qHTS for small molecular inhibitors of PI4K2A; Phosphatidylinositol 4-kinase type 2-alpha (Homo sapiens), Q9BTU6; purified PI4K2A, ADP-Glo luminescence, 1 h; stronger effect = lower value; activity change, negative = inhibition, % at 76.9 µM; 0.13% of 420,000 active; AID 1346378, 2018; in the data active = activity change below about -50%; inconclusive = mostly about -30% to -49%;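 also: -100% = wells without enzyme as full effect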
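ADP-Glo luminescence measured ADP generated by PI4K2A enzyme (4 ug/mL before mixing) with 1.2 mM PI substrate (pre-mix) and 300 microM ATP (pre-mix). Tris pH7.5 buffer with MgCl2, Triton X-100; 1 h reaction at ambient temperature.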
USP1-UAF1 inh: Inhibitors of USP1/UAF1: Primary Screen. Ubiquitin carboxyl-terminal hydrolase 1 (Homo sapiens), O94782. recombinant USP1/UAF1, Ub-Rhodamine cleavage fluorescence. Potency, µM (highest dose often 57.1 µM), for the others: top-dose activity change, negative = inhibition, usual class: inhibitors. 0.23% of 390,000 active; also: potency is read from the fitted curve at half-maximal effect; % is scaled to controls: 0 for no effect and ±100 for the full control effect; nearly all actives have a fitted effect of over 60% in size; inactives centre near -12
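In this screen, compounds sit with the deubiquitinase complex (1nM) for 15 min at room temperature before Ub-Rho is added at 150nM final. Fluorescence rise is then followed for 6 reads every 60 seconds.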
Pin1 inhibitor: qHTS Assay to Find Inhibitors of Pin1; Peptidyl-prolyl cis-trans isomerase NIMA-interacting 1 (Homo sapiens), Q13526; Pin1 FP peptide displacement, HiFluor488, 10 min; Potency, µM (series often up to 115 µM), without a hit: top-dose activity, negative = inhibition, most hits filed as inhibitors; 0.009% of 390,000 active; active = well fitted inhibition curve with a large enough effect in the polarisation, with a control signal flat, not every such curve was filed as active; inconclusive = small, poorly fitted or top-dose-only effect, or effect the other way, or a change in a side signal; inactive = no such curve, though single readings can be large or run the other way; the % refers to the polarisation; also: potency is read from the fitted curve at half-maximal effect; % is scaled to controls: 0 for no effect and ±100 for the full control effect
Target sequence (Q13526 whole entry, looked up): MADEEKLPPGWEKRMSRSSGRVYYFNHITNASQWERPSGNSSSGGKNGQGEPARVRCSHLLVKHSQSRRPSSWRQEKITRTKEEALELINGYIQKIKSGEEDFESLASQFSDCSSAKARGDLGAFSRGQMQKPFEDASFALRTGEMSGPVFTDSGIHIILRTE
IDH1 R132H inh: qHTS for Inhibitors of mutant isocitrate dehydrogenase 1 (IDH1): qHTS | Isocitrate dehydrogenase [NADP] cytoplasmic (Homo sapiens), O75874 | IDH1-R132H enzyme, NADPH consumption, diaphorase/resazurin fluorescence | Potency, µM (series often up to 76.6 µM), without a hit: at the top dose activity change, negative = inhibition, hits mostly inhibitors | 0.093% of 390,000 active; also: potency is read from the fitted curve at half-maximal effect; % is scaled to controls: 0 for no effect and ±100 for the full control effect; nearly all actives have a fitted effect of over 65% in size
Target sequence (O75874 whole entry R132H, stated change not applied): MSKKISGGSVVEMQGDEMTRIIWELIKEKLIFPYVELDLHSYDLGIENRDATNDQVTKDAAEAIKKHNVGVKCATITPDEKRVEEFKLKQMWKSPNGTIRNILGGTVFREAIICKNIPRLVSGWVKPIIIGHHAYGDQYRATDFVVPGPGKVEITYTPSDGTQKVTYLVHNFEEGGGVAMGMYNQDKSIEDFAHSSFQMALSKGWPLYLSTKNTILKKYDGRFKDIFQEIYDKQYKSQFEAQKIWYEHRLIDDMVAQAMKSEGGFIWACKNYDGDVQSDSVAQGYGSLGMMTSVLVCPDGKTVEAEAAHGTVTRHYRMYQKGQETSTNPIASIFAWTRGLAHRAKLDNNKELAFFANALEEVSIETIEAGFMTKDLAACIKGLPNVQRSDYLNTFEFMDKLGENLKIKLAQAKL
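IDH1-R132H (0.5 ug/mL) preincubated 30 min with compound, then NADPH (0.016 mM) and alpha-KG (2 mM) added; 80 min at RT, pH 7.5. Remaining NADPH coupled via diaphorase/resazurin to fluorescence (540/590 nm); concentration-response curves normalized to no-enzyme control.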
HP1b chromo inh: HTS for Inhibitors of HP1-beta Chromodomain Interactions with Methylated Histone Tails; Chromobox protein homolog 1 (Homo sapiens), P83916; AlphaScreen HP1-beta / biotin-H3K9me3 peptide binding; Potency, µM (titrated, usually from 114 µM), for inactives: at the highest dose activity change, negative = inhibition, hits mostly inhibitors; 0.56% of 390,000 active; AID 540317, 2011; also: potency is read from the fitted curve at half-maximal effect; nearly all actives have a fitted effect of over 70% in size; inactives centre near 23
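AlphaScreen: HP1-beta (50 nM) preformed 30 min with biotin-H3(1-18)K9me3 peptide (50 nM) in PBS pH 7.4, 0.01% Tween-20. Compound added for 30 min at RT, then streptavidin donor/nickel chelate acceptor beads (10 ug/mL) for 30 min.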
GLS inhibitor: qHTS for Inhibitors of Glutaminase (GLS) | 0.21% of 410,000 active | AID 624170, 2012 | Glutaminase kidney isoform, mitochondrial (Homo sapiens), O94925 | Potency, µM (doses to about 45.5 µM), inactives show at the highest dose activity change, negative = inhibition, usual class: inhibitors | GLS enzymatic activity, qHTS titration; also: potency is read from the fitted curve at half-maximal effect; % is scaled to controls: 0 for no effect and ±100 for the full control effect
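Assay buffer: 45 mM KH2PO4 pH 8.2, 0.02% Tween-20. hKGA acts on L-glutamine (1 mM solution added); product glutamate is reported by an oxidase/peroxidase Amplex Red coupling, with fluorescence taken at baseline and 30 min.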
TrxR1 inh: qHTS Assay for Inhibitors of Mammalian Selenoprotein Thioredoxin Reductase 1 (TrxR1): qHTS; Thioredoxin reductase 1, cytoplasmic (Rattus norvegicus), O89049; recombinant rTrxR1, NADPH fluorescence consumption, selenite substrate; Potency, µM (doses to about 114 µM), for the others: at the highest dose activity change, negative = inhibition, usual class: inhibitors; 1% of 390,000 active; also: potency is read from the fitted curve at half-maximal effect; % is scaled to controls: 0 for no effect and ±100 for the full control effect; nearly all actives have a fitted effect of over 65% in size
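Rat TrxR1 (90 nM in the dispensed reagent) was pre-reduced with 400 uM NADPH for 5 min at room temperature, then incubated with compound for 15 min. After 400 uM selenite was added, NADPH fluorescence (Ex 340/Em 450 nm) was followed for 8 min.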
Starred values were filed as active, the others as inactive; i = inactive; ? = inconclusive; . = not tested or not shown; [ ] = remark or other dose. Unless noted, calls follow the shape of the dose curve; as a rule, active = well fitted curve in the direction sought with a large enough effect; inconclusive = small, poorly fitted or top-dose-only effect, or another doubt; inactive = no such curve, though single readings can be large; an effect the other way counts as inactive or inconclusive. An excerpt. The share of hits here may be higher or lower than overall.

SMILES | Tb PGK inh | TrxR1 substrate | PI4K2A inh | USP1-UAF1 inh | Pin1 inhibitor | IDH1 R132H inh | HP1b chromo inh | GLS inhibitor | TrxR1 inh
CCCc1nc2oc3c(NCCN(C)C)ncnc3c2c2c1CCCC2 | -1% | 16% | -16 | -13% | 5% | 2% | 0% | 3% | -19%
Cc1ccc(NC(=O)CSc2nnc(Cc3ccccc3)o2)cc1 | 0% | 0%[57.1 µM] | -5 | -17% | -7% | 10% | 19% | 14% | 10%[57.1 µM]
Cc1ccc(OCCNC(=O)c2ccccc2SCC(=O)N2CCCC2)cc1 | i | -6%[57.1 µM] | 1 | -7% | -5% | 3% | 30% | -2% | 4%
COc1ccc(NC(=O)COc2cccc(C(F)(F)F)c2)cn1 | -3% | -4% | -4 | -16% | ? | 19% | 10% | -4% | 6%
Cc1ccc2c(c1)C(c1ccccc1)N(C(=O)C(C)C)CC(=O)N2 (centres undefined) | i | 5% | 5 | -28% | 6% | 11% | 31% | -1% | 10%
C=CCSc1nnc(NC(=O)C2CC(=O)N(Cc3ccc(C)cc3)C2)s1 (centres undefined) | -3% | -1% | 0 | 1% | -2% | -14% | -1% | 5% | -2%
Cc1ccc(S(=O)(=O)N(C)/N=C/c2ccc(N(C)C)cc2)cc1 | -4% | -1%[57.1 µM] | 2 | -18% | -4% | 2% | 40µM* | 26% | -1%[57.1 µM]
CCOc1ccc(N2CC(c3nc(-c4cc(OC)c(OC)c(OC)c4)no3)CC2=O)cc1 (centres undefined) | i | -6%[57.1 µM] | -6 | -28% | 1% | -6% | 18% | -2% | 4%[57.1 µM]
COc1cccc(CNC(=O)c2cc(C)nc3c2c(C)nn3-c2ccc(C)cc2)c1 | -5% | 22% | -1 | -14% | -1% | -11% | 65%[activator] | -4% | 32%
Cn1c(=O)c(C(=O)CN2CCOCC2)c(N)n(Cc2ccccc2)c1=O | -7% | -1%[57.1 µM] | 6 | -13% | 4% | -2% | 39% | -14% | 9%[57.1 µM]
CCC(C)C1C(C#N)=C(N)OC2=C1C(=O)CC(C)(C)C2 (centres undefined) | -2% | 0% | 0 | ? | -2% | 9% | 42%[activator] | -4% | 7%
COc1cccc(N2C(=O)N(c3ccccc3)C3CS(=O)(=O)CC32)c1 (centres undefined) | 1% | 10%[57.1 µM] | -7 | -12% | -19% | 6% | 18% | 2% | 15%[57.1 µM]
O=C(NCc1ccccc1)Nc1cccn(Cc2ccccc2Cl)c1=O | 10% | 4% | 5 | -25% | 6% | -5% | 34% | 2% | -1%
CSCC[C@H](NC(=O)N1CCn2c1nc1ccccc12)C(=O)NC1CCCCC1 | 11% | 1% | 4 | -25% | -2% | -5% | 35% | 2% | 9%
O=C(NCc1ccc2c(c1)CCN2C(=O)c1ccncc1)c1ccccc1Br | -1% | 1%[57.1 µM] | 6 | -10% | -3% | -1% | 32% | 1% | 11%[57.1 µM]
CC(=O)c1ccc(NC(=O)COC(=O)c2ccccc2N=Nc2ccc(N(C)C)cc2)cc1 | i | -6% | -11 | -12% | 20% | 8% | 32µM* | 21% | -7%
CCC(=O)C1=C(c2ccc(OC)c(OC)c2)N(C(=O)CC)n2c(CC)nnc2S1 | -7% | -2% | 10 | ? | ? | ? | 38% | 6% | -3%
Cc1ccc(C)c(SCc2noc(C(=O)NCC3CCCO3)c2C(=O)O)c1 (centres undefined) | -7% | 7% | -2 | -23% | -10% | 4% | 22% | 26% | ?
CCn1c(NC(C)=O)c(-c2ccccc2Cl)c(=O)c2ccccc21 | i | 5% | -5 | -23% | -4% | 8% | 63%[activator] | -5% | 20%
O=C(Nc1ccc(F)cc1)N1CCN(C/C=C/c2ccccc2)CC1 | -13% | -8%[57.1 µM] | 2 | -12% | 2% | 1% | 30% | -10% | 4%[57.1 µM]
CCCC[n+]1c(-c2ccc(Cl)cc2Cl)csc1Nc1ccccc1 | -11% | -11% | -2 | -9% | 19% | -1% | ? | 0% | -12%
COc1ccc(-c2nc(N)nc(C(F)(F)F)c2-c2csc(C)n2)c(O)c1 | -1% | -2% | 0 | -27% | -1% | 10% | 42%[activator] | 8% | 13%
O=C(C1=NN[C@@H]2C(=O)N(c3cccc(C(F)(F)F)c3)C(=O)[C@H]12)c1ccc2ccccc2n1 | i | -10% | -2 | -24% | 24% | 2% | 20% | 11% | -6%
Cc1ccc(NC(=O)CSc2nnc(CNC(=O)c3ccco3)o2)cc1 | i | 1% | -3 | -24% | -5% | 0% | 67%[activator] | -1% | 5%
COc1ccc(N2CC(C(=O)Nc3nnc(SCC(=O)Nc4ccc(NC(C)=O)cc4)s3)CC2=O)cc1 (centres undefined) | 1% | . | -3 | 1% | . | -8% | . | 6% | .
Cc1nnc(SCC(=O)Nc2ccc3c(c2)OCO3)o1 | 6% | -1% | 3 | -14% | 2% | 4% | 66%[activator] | -11% | 4%
CCOC(=O)c1c(C)nc2c3ccccc3ccn12 | -8% | -1% | -7 | -6% | -5% | 5% | 22% | 4% | 4%
CCOC(=O)N1CCN(C(=O)c2ccc(SC)cc2OC)CC1 | -7% | -1% | -3 | -20% | 0% | 1% | 46%[activator] | 5% | 12%
COc1cccc(-c2nc(CS(=O)CC(=O)NCCc3ccccc3)c(C)o2)c1 (centres undefined) | 5% | -7% | -16 | 4% | 7% | 2% | 8%[57 µM] | 5% | 28µM*
CC(C)COC(=O)/C(C#N)=C/c1cn(Cc2ccccc2)c2ccccc12 | 0% | -9% | -3 | -6% | 11% | 7% | 52%[activator] | 13% | 1%
CCN(CC)P(=O)(C(NC(=O)OC)C(F)(F)C(F)(F)C(F)(F)C(F)F)N(CC)CC (centres undefined) | -1% | 6%[57.1 µM] | 0 | 2% | 2% | 6% | 7% | -1% | 6%[57.1 µM]
Cc1cccc(NC(=O)/C=C/c2ccc([N+](=O)[O-])s2)c1 | -9% | -9% | 0 | -8% | 11% | 5% | 20% | 0% | -7%
CCN(C(=O)COC(=O)/C(C#N)=C/c1ccc(OC)cc1)C1CCS(=O)(=O)C1 (centres undefined) | -2% | -14% | 2 | -5% | 0% | 4% | -1% | 8% | -13%
CCN1CCN(CC(=O)c2ccc(OC)cc2)CC1 | 4% | 9% | 0 | -20% | -7% | -1% | 59%[activator] | -1% | 38%[activator]
CCC(C)Nc1nc(OC)nc(N(C)C#N)n1 (centres undefined) | -9% | -9%[57.1 µM] | -3 | -16% | -5% | 13% | 38%[activator] | -5% | 2%
C/C(N)=C(/C#N)C(=O)COC(=O)c1cccc(O)c1 | -9% | 6% | 1 | -25% | 5% | -3% | 42%[activator] | -3% | 15%
Cc1ccc([C@@H]2C[C@H]3[C@@H](CN2S(=O)(=O)c2ccc(C)cc2)C(=O)C[C@@H](c2ccc(Cl)cc2)N3S(=O)(=O)c2ccc(C)cc2)cc1 | -4% | . | 2 | -4% | . | 4% | . | 13% | .
COc1ccc2[nH]cc(CCn3ccc(O)c(C/C=C/c4ccccc4)c3=O)c2c1 | 0% | -5%[57.1 µM] | 1 | -23% | 9% | 2% | ? | -24% | 8%[57.1 µM]
CCOc1ccc(OCc2ccc(C(=O)NN)o2)cc1 | -6% | 3% | 4 | -6% | -14% | 9% | 41%[activator] | 18% | 23%
CCOc1cccc(-c2nc3cc(C)ccc3o2)c1 | 4% | 7% | 0 | 1% | 0% | -3% | 40%[activator] | 1% | 0%
COc1ccc(OC)c(C(=O)CSc2nnc(-c3cccs3)n2C)c1 | -3% | 1% | 0 | -25% | 5% | -1% | -3% | 4% | 2%
CCC(CC)C(=O)NN(C(=O)c1ccncc1)C1CC(=O)N(c2ccccc2)C1=O (centres undefined) | i | 5% | 4 | -12% | 0% | 0% | 19% | 3% | 22%
COc1cccc(NC(=O)N[C@@H](Cc2ccccc2)C(=O)O)c1 | 3% | -2% | -1 | 1% | 2% | 3% | 25% | 18% | 4%
CN(C)S(=O)(=O)c1cccc(C(=O)c2nccn2C)c1 | i | 8%[57.1 µM] | -2 | 0% | -1% | 7% | 21% | -4% | 26%[57.1 µM]
S=c1[nH]nc(COc2ccccc2)n1/N=C/C=C/c1ccccc1 | -5% | 8%[57.1 µM] | -5 | -17% | -1% | 1% | -16% | -7% | -9%

Screening results deposited in PubChem by National Center for Advancing Translational Sciences (NCATS).
